# Tau fibril FP: blocks human tau fibril formation measured by polarization; 280,000 compounds, 0.39% hits; P10636; Potency, µM (series often up to 57.7 µM), inactives show at the highest dose activity, negative = inhibition, usual class: inhibitors; K18 P301L tau heparin fibrillization, Alexa594 FP, 6 h; further: nearly all actives have a fitted effect of over 55% in size
# Target sequence (P10636 561-689 P618L limits assumed): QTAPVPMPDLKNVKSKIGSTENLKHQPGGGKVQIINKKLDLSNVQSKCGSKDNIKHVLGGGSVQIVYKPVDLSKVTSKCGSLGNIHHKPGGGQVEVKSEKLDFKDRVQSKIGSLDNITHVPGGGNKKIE
#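 FP of Alexa 594-tau after heparin (20 uM) induction. Substrate: human K18 P301L, 15 uM unlabeled, 0.24 uM labeled. Buffer 100 mM sodium acetate pH 7. 6 hr, 37 C.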
# L3MBTL1 block: L3MBTL1 (human) inhibition; Q9Y468; AlphaScreen L3MBTL1–H3K9me1 peptide binding; Potency, µM (series often up to 57.1 µM), without a hit: top-dose activity, negative = inhibition, actives largely listed as inhibitors; 230,000 compounds, 0.66% hits; AID 485360; further: nearly all actives have a fitted effect of over 60% in size
# Target sequence (Q9Y468 whole entry, looked up): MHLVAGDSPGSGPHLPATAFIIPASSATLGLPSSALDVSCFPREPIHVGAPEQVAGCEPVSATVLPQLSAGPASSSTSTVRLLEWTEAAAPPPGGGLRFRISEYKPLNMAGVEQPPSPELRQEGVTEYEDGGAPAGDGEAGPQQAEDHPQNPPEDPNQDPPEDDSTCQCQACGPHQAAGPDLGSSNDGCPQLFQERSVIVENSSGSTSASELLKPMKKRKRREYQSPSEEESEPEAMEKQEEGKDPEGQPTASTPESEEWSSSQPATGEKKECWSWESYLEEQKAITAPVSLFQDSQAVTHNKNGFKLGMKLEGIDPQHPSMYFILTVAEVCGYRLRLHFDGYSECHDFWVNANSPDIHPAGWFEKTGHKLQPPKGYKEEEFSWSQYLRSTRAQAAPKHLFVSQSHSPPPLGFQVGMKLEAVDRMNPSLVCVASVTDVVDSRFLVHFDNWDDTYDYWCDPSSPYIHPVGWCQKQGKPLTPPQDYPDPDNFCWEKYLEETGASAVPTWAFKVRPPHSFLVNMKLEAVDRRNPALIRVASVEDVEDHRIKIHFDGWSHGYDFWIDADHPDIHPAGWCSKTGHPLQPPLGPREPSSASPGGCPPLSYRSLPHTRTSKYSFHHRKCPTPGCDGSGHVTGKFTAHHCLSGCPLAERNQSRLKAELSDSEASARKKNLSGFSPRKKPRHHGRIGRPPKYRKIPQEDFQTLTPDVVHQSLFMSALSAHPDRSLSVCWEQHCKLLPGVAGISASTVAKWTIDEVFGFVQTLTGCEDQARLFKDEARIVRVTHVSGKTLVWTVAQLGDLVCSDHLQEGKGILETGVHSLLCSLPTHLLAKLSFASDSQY
#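 L3MBTL1 50 nM + b-AHA-H3(1-15)K9me1 75 nM, 30 min RT; compound added, 30 min RT; streptavidin donor/Ni-chelate acceptor beads 10 ug/mL each final, 30 min RT dark; AlphaScreen read.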
# Tau ThT inhib: inhibitors of human tau fibril formation, thioflavin T binding | P10636 | recombinant tau K18 P301L (four-repeat tau fragment), heparin-induced fibrillization, ThT fluorescence | Potency, µM (highest dose often 57.4 µM), for the others: at the top dose activity, negative = inhibition, actives largely listed as inhibitors | 270,000 compounds, 2.1% hits | AID 1460; further: nearly all actives have a fitted effect of over 55% in size
#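 In this qHTS, human K18 P301L tau is incubated with compound and heparin for 6 hr at 37 C, and Thioflavin T fluorescence then reports fibril load.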
# RECQ1 inh: inhibitors of human RECQ1 DNA helicase | P46063 | AID 2549 | 240,000 compounds, 0.54% hits | Potency, µM (highest dose often 57.3 µM), for the others: at the top dose activity, negative = inhibition, actives largely listed as inhibitors | RECQ1 DNA unwinding, red fluorescence kinetic read;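 further: plate controls were vehicle for no effect and no enzyme for full effect; nearly all actives have a fitted effect of over 30% in size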
#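 RECQ1T1 50 nM; forked duplex (20 bp + 30-nt ss tails) 200 nM, ATP 2 mM final; pH 8.0, 2 mM MgCl2, 2.5 ug/ml poly(dI-dC); 15 min compound preincubation; discontinuous kinetic read over 2 h at RT.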
# RGS12 GoLoco inh: inhibitors of human Gai1-RGS12 GoLoco interaction (red fluorophore). P63096. Gai1:RGS12 GoLoco peptide FP, rhodamine, 10 min. Potency, µM (top dose mostly 61.6 µM), inactives show at the top dose activity, negative = inhibition, most hits filed as inhibitors. 230,000 compounds, 0.44% hits. AID 880; active means well fitted inhibition curve with a large enough effect, not every such curve was filed as active; inactive means no such curve, though single readings can be large or run the other way; further: nearly all actives have a fitted effect of over 30% in size; many of its hits are not listed in these tables
# TRb SRC2 PPI: inhibitors of human thyroid hormone receptor beta-SRC2 interaction; Potency, µM (doses to about 106 µM), without a hit: top-dose activity change, negative = inhibition, usual class: inhibitors; AID 1469; TRbeta-SRC2 peptide binding, fluorescence polarization; receptor liganded with 1 µM T3; 280,000 compounds, 0.065% hits; P10828;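 further: plate controls were bound peptide for no effect and peptide without receptor for full effect; nearly all actives have a fitted effect of over 50% in size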
#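 Quantitative HTS by FP: 0.6 uM TRb LBD, 20 nM labeled SRC2 20-mer, 1 uM T3, 5% DMSO; 5 hr ambient incubation; % activity per concentration and potencies from concentration series.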
# TR SRC2 fluor cs: counter-screen for TRb-SRC2 inhibitors: fluorescence interference; TRb/SRC2 Texas Red total fluorescence interference; Potency, µM (doses to about 106 µM), inactives show at the top dose fluorescence change, negative = quenching; 280,000 compounds, 0.29% hits; AID 1479; active means well fitted curve in either direction with a large enough effect; inconclusive means small, poorly fitted or top-dose-only effect
#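 Human TRβ ligand-binding domain (0.6 uM) and Texas Red SRC2 peptide (20 nM) in Tris buffer with 1 uM T3 and 5% DMSO were incubated with pinned compound for 5 hr at ambient temperature. Total fluorescence was computed as S + 2P (555/632 nm).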
# JMJD2E inh: inhibitors of human JMJD2E histone demethylase. B2RXH2. JMJD2E catalytic domain, FDH-coupled NADH fluorescence (FDH is formaldehyde dehydrogenase). Potency, µM (doses to about 57.1 µM), without a hit: at the highest dose activity change, negative = inhibition, usual class: inhibitors. 230,000 compounds, 1.6% hits; active means well fitted inhibition curve with a large enough effect, not every such curve was filed as active; inconclusive means small, poorly fitted or top-dose-only effect, or another doubt; inactive means no such curve, though single readings can be large or run the other way;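 further: 0% = wells with enzyme and -100% = buffer wells without enzyme; nearly all actives have a fitted effect of over 50% in size; many of its hits are not listed in these tables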
# Active calls of the source: *; i = inactive; ? = inconclusive; nt = no result given; [ ] = dose if it differs, or a comment. Unless noted, the call rests on the fitted dose curve; in most records, active means well fitted curve in the direction sought with a large enough effect; inconclusive means small, poorly fitted or top-dose-only effect, or another doubt; inactive means no such curve, though single readings can be large; an effect the other way counts as inactive or inconclusive. Unless noted, on the % scale 0 is the no-effect control and ±100 the full control effect; potency means the concentration at half of the fitted maximal effect. A portion of the library; the hit share may differ from the screen's.
SMILES,Tau fibril FP,L3MBTL1 block,Tau ThT inhib,RECQ1 inh,RGS12 GoLoco inh,TRb SRC2 PPI,TR SRC2 fluor cs,JMJD2E inh
COc1ccc(-c2nn(C)c3sc(C(=O)NCc4ccco4)cc23)cc1OC,7.4%,nt,12.7%,-17.8%,5.8%,0.5%,-6.0%,?
O=[N+]([O-])c1ccc(O)c(/C=N/NC2=NS(=O)(=O)c3ccccc32)c1,0.0%,?,?,2.0%,13.4%,-3.7%,-8.1%,22.4µM*
CCCCN(CCCNC(=O)c1cc(Nc2cccc(SC)c2)nc2ccccc12)Cc1ccccc1,?,nt,?,nt,nt,-4.5%,-0.8%,nt
COC(=O)c1cc(C#N)c(N2CC(C)OC(C)C2)nc1C (stereo unspecified),-3.7%,4.0%,-3.7%,i,5.0%,2.1%,-3.3%,?
CN(C)CCN(C(=O)c1ccccc1Cl)c1nc2c(Cl)cccc2s1,-10.1%,-3.5%,?,-11.1%,-5.4%,7.2%,-7.2%,?
FC(F)(F)c1nc(NCC2CCCO2)c2nnn(Cc3ccccc3Cl)c2n1 (stereo unspecified),-3.9%,9.5%,7.6%,i,0.6%,-0.3%,0.3%,4.6%
Cc1ccccc1OCC(=O)Nc1ccc2c(c1)OCO2,-7.6%,-5.3%,-21.9%,-4.7%,6.1%,-4.1%,-1.7%,2.3%
CCOc1ccccc1N(CC)C(=O)c1ccc2c(=O)n3c(nc2c1)CCCCC3,-0.2%,nt,8.7%,nt,nt,3.5%,0.9%,nt
COc1ccc(/C=C/C(=O)Nc2ccncc2)cc1OC,-4.3%[2.34 µM],10.2%,1.2%,-16.6%,12.4%,1.5%,2.8%,-1.1%
Fc1ccc(NCc2ccccc2-c2nnc(-c3ccccc3Cl)o2)cc1,-1.4%,nt,-6.4%,nt,nt,-8.9%,0.0%,nt
O=C(CN1CCCCC1)Nc1ccc(Br)cc1[N+](=O)[O-],-12.3%,-23.7%[11.4 µM],-11.6%,i,7.4%,-0.8%,-1.2%,3.7%
O=C(c1ccc(Cl)cc1)N1CCCC(C(=O)N2CCN(c3ccccc3)CC2)C1 (stereo unspecified),5.4%,48.6%[activator],-16.1%,-6.4%,16.6%,7.1%,-1.7%,-1.1%
O=C(NCCN1CCOCC1)c1cc2sccc2n1Cc1ccc(F)cc1,0.0%,-7.0%,-3.3%,i,2.2%,-1.0%,-1.6%,-1.8%
COc1ccc(C(c2c(O)ccc3ccccc23)N2CCOCC2)c(OC)c1 (stereo unspecified),-1.1%,-12.3%,11.2µM*,-18.2%,4.8%,-1.0%,-0.5%,?
O=C(Nc1ccccc1)Nc1nnc(-c2ccccc2)s1,-3.5%,4.9%,-2.3%,4.2%,2.1%,1.9%,-2.7%,-6.3%
O=C(c1ccc(COc2c(F)c(F)c(F)c(F)c2F)o1)N1CCOCC1,-3.2%,-8.1%[11.4 µM],-2.0%,-0.3%,-1.4%,3.4%,0.7%,-2.6%
CCOC(=O)c1ccc(NC(=O)CN(c2ccc(C)cc2)S(=O)(=O)c2c(C)noc2C)cc1,?,nt,-6.2%,nt,nt,0.3%,-0.8%,nt
NS(=O)(=O)c1ccc(NC(=O)COC(=O)c2ccc3c(c2)OCCO3)cc1,2.3%,-2.1%,-0.2%,-1.8%,7.4%,-0.8%,-7.1%,5.1%
CC12COC3(C(=O)Nc4ccccc4)CC1CCC32C (stereo unspecified),3.7%,16.7%,-1.3%,-1.3%,-15.6%,7.4%[53 µM],-2.6%[53 µM],2.8%
N#Cc1cc2c(nc1SCc1ccc(Cl)nc1)CCCCC2,3.7%,nt,-10.5%,-6.6%,-6.8%,-5.6%,-4.9%,-7.0%

# 3 neighbouring entries from above, quoted:
SMILES,Tau fibril FP,L3MBTL1 block,Tau ThT inhib,RECQ1 inh,RGS12 GoLoco inh,TRb SRC2 PPI,TR SRC2 fluor cs,JMJD2E inh
NS(=O)(=O)c1ccc(NC(=O)COC(=O)c2ccc3c(c2)OCCO3)cc1,2.3%,-2.1%,-0.2%,-1.8%,7.4%,-0.8%,-7.1%,5.1%
CC12COC3(C(=O)Nc4ccccc4)CC1CCC32C (stereo unspecified),3.7%,16.7%,-1.3%,-1.3%,-15.6%,7.4%[53 µM],-2.6%[53 µM],2.8%
N#Cc1cc2c(nc1SCc1ccc(Cl)nc1)CCCCC2,3.7%,nt,-10.5%,-6.6%,-6.8%,-5.6%,-4.9%,-7.0%

# (more compounds)
SMILES,Tau fibril FP,L3MBTL1 block,Tau ThT inhib,RECQ1 inh,RGS12 GoLoco inh,TRb SRC2 PPI,TR SRC2 fluor cs,JMJD2E inh
O=C(O)CCCNC(=O)c1ccccn1,1.5%,9.3%,-3.5%,-9.2%,10.7%,5.1%,-4.3%,-8.7%
CCOC(=O)c1nc(Nc2ccc(OC)cc2)c2ccccc2n1,7.4%,nt,-8.7%,nt,nt,1.5%,-6.8%,nt
O=S(=O)(NC1CCCCC1NS(=O)(=O)c1ccc(F)cc1)c1ccc(F)cc1 (stereo unspecified),-0.3%,nt,2.2%,3.7%,5.2%,-14.1%,-1.1%,-0.6%
CC[C@@H](NS(=O)(=O)c1ccc(C)cc1)C(=O)Oc1ccc2c3c(c(=O)oc2c1)CCC3,15.2%,-7.0%,-12.4%,4.1%,7.3%,-5.8%,-7.2%,-1.8%
N#Cc1ccc(COc2ccc(CCO)cc2-n2nc3ccccc3n2)cc1,-14.3%,7.8%,2.5%,-22.1%,15.5%,-10.0%,0.4%,?
Cc1c(CCNC(=O)c2ccc(C(F)(F)F)cc2)sc2nc(-c3ccc(F)cc3)nn12,-14.0%,nt,2.8%,nt,nt,-4.7%,-0.1%,nt
CCn1c2ccccc2c2cc(N=C3SC(CC(=O)Nc4ccccc4OC)C(=O)N3C)ccc21 (stereo unspecified),5.3%,-6.2%,-11.4%,-1.4%,-8.2%,-10.2%,-2.7%,1.7%
CCOc1cc(CNn2cnnc2)cc(Br)c1OCC(=O)NC1CCCCC1,-8.8%,-11.3%,4.4%,-2.9%,-0.6%,8.6%,-0.1%,-3.4%
Cc1c(NC(=O)C(C)OC(=O)c2c3c(nc4ccccc24)CCC3)c(=O)n(-c2ccccc2)n1C (stereo unspecified),2.2%,?,?,-2.1%,8.3%,5.9%,-0.3%,-2.5%
N#Cc1c(N)n(-c2ccc(O)cc2)c2nc3ccccc3nc12,1.7%,11.6%,4.9%,-0.7%,3.8%,2.3%,-1.4%,?
CCOC(=O)C1(C(C)(C)CC)CC(CSc2nc3ccccc3[nH]2)OC1=O (stereo unspecified),-11.5%,13.2%,-2.9%,-0.8%,2.5%,-2.7%,-6.4%,-11.0%
O=S(=O)(c1ccc(Cl)cc1)c1nc(-c2ccccc2Br)oc1N1CCOCC1,-2.0%,nt,-4.8%,nt,nt,3.4%,-1.7%,nt
O=C(CCC(=O)N1CCN(c2ccccc2F)CC1)c1ccc(F)cc1,-6.2%,12.6%,?,-1.5%,0.7%,0.8%,0.9%,10.8%
Cc1cccc(-c2nc(CN3CCCC(C(=O)N4CCN(c5cc(Cl)ccc5C)CC4)C3)c(C)o2)c1 (stereo unspecified),7.9%,nt,?,nt,nt,-8.8%,-0.9%,nt
O=C(C1=C[C@@H](c2ccc(C(F)(F)F)cc2)C[C@@H](OCCCCO)O1)N1CCOCC1,4.5%,-3.0%,-5.1%,i,1.4%,6.9%,-1.2%,2.1%
Cc1ccc(O)c(NC(=O)c2cc(-c3ccc(F)cc3)no2)c1,?,nt,?,nt,nt,0.9%,-20.0%,nt
COCCN(Cc1cc2cc(C)ccc2n2nnnc12)C(=S)Nc1ccc(C)cc1,-2.1%,nt,-9.8%,-1.6%,7.4%,-1.7%,-6.6%,-6.8%
CCOc1ccc(NCC(=O)c2ccc(C)cc2)cc1,1.6%,nt,?,i,5.3%,-0.8%,1.9%,-13.8%
CCOc1ccc(OCCCC(=O)O)cc1,-2.8%,nt,-9.6%,i,1.0%,-1.1%,-2.6%,-1.3%
O=C(NCc1ccc(F)cc1)C1CCC(CNc2c(N3CCOCC3)c(=O)c2=O)CC1 (stereo unspecified),-2.8%,nt,nt,i,4.6%,-0.1%,-1.0%,-4.4%
O=C(NCc1cccs1)C1CCCN(S(=O)(=O)c2cccs2)C1 (stereo unspecified),-3.0%,nt,-6.0%,5.4%,8.4%,-6.5%,-0.3%,?
CCOc1ccc(NC(=O)Cn2cnc3nc4c(cc3c2=O)CCCC4)cc1,0.2%,nt,5.9%,nt,nt,3.3%,-1.5%,nt
COCCCNC(=O)CCCn1c(=O)c2cccn2c2cccnc21,11.2%,nt,0.2%,nt,nt,-6.8%,-2.3%,nt
COc1ccc(-n2c(=O)c3c(c4cc(OC)ccc4n3C)n(Cc3ccc(F)cc3Cl)c2=O)cc1,-3.2%,nt,4.5%,nt,nt,-2.5%,-1.3%,nt
OC(COCC1COc2ccccc2O1)CN1CCN(c2ccccc2)CC1 (stereo unspecified),-1.3%,0.2%,?,-0.8%,-0.6%,-0.1%,0.1%,1.9%
CC(=O)Nc1ccc(S(=O)(=O)NC2(C(F)(F)F)NC(=O)N(C3CCCC3)C2=O)cc1 (stereo unspecified),5.3%,nt,-0.4%,8.4%,-1.5%,-3.4%,-1.3%,1.3%
CCOC(=O)c1sc(-c2cccc(C(F)(F)F)c2)nc1O,-3.5%,5.4%,?,-0.8%,-3.9%,-8.3%,0.0%,-14.2%
O=C1NCCCC1C(=O)N1CCN(C(=O)C2CCCNC2=O)CC1 (stereo unspecified),2.5%,46.4%[activator],8.0%,i,-16.9%,-2.6%,-8.4%,5.1%
Nc1ncc(-c2nnnn2-c2ccc(Cl)cc2)c(-c2ccc(Cl)cc2)n1,-6.4%,-1.6%,-4.1%,-8.5%,1.7%,-5.9%,-3.6%,-11.0%
COc1ccc(OCCC(=O)OCc2c(C)noc2C)cc1,-12.2%,nt,-10.8%,i,0.5%,-26.0%,0.5%,1.7%
CCC(=O)OCc1cc2cccc(C)c2[nH]c1=O,5.2%,-1.9%,-4.2%,5.4%,2.9%,-11.4%,-1.2%,?
Clc1ccc2oc(-c3ccccc3)nc2c1,-9.1%,nt,-17.7%,i,4.5%,5.9%,-7.0%,-2.7%
CCOc1ccc(Oc2nc(NCC(C)C)nc(N(C)C)n2)nn1,3.7%,nt,1.8%,10.6%,-29.9%,4.8%,-1.6%,-5.1%

# Source: PubChem BioAssay
